HSF-1 act = increases HSF-1 driven luciferase reporter signal. NIH3T3-HGL HSF-1 luciferase reporter, MG132, 8 h; 100% = twice DMSO control signal. activation, % at 9 µM. hit rate 1.7% among 300,000. AID 504408;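 active = mean replicate activation of at least 50% with a set share of replicates each reaching 50%; inconclusive = only one of those two conditions met; inactive = mean below 50% and too few replicates reaching it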;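 also: 0% = median of the neutral control wells and 100% = twice that signal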
HDAC3 inhib = inhibitors of human histone deacetylase 3 | recombinant HDAC3, fluorogenic peptide/trypsin coupled, fluorescence | inhibition, % at 8.3 µM | hit rate 0.15% among 320,000; in the data active = inhibition above about 26%, passing the limit was not always enough; inconclusive = no clear call, values can overlap the other calls
Target sequence (O15379 whole entry, looked up): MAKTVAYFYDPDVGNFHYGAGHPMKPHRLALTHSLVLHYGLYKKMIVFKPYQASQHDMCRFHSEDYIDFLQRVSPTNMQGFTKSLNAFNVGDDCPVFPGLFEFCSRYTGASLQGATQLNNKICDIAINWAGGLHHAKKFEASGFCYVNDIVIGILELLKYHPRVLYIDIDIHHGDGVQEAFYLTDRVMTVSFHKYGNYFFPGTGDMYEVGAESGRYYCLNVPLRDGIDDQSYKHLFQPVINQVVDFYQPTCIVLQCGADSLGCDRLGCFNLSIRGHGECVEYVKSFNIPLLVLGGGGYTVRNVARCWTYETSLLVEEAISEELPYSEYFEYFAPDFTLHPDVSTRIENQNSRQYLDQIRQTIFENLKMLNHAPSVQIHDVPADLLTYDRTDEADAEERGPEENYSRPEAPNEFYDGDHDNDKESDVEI
AI-2 QS mod = modulates the Vibrio harveyi AI-2 quorum sensing system; AID 2094; Vibrio harveyi JMH597 AI-2 luminescence/OD600 ratio, 9 h; stronger effect = lower value; strain lacks LuxN and CqsS sensors; 0 = neutral-control median; hit rate 0.4% among 300,000; activity change, % at 7.5 µM; in the data active = activity change below about -75%, passing the limit was not always enough; inconclusive = no clear call, values can overlap the other calls;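 also: luminescence divided by OD600 gain over 9 h not by final OD600 alone; inactives centre near 13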
aSyn UTR inh = 5' untranslated region of α-synuclein, MLPCN primary screen; alpha-synuclein 5'UTR reporter, inhibitor activity; inhibition, % (tested at 7.5 µM); hit rate 0.82% among 300,000; in the data active = inhibition above about 60%; inconclusive = no clear call, values can overlap the other calls;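 also: H4 neuroglioblastoma cells stably carrying SNCA 5'UTR luciferase fusion; 0% = DMSO wells and 100% = positive control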
Platelet DG rel = modulates dense granule release in human platelets; human platelet-rich plasma, SFLLRN dense granule ATP release, luminescence; inhibition, %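 (compounds screened at 7.5 µM in platelet-rich plasma)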; hit rate 0.22% among 300,000; AID 1663;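 active = mean replicate score, as percent of positive control, at or above 50; inconclusive = mean below 50 but at least one replicate at or above 50; inactive = mean and every replicate below 50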
HSP90 refold inh = HSP90 refolding inhibition in rabbit reticulocyte lysate; luciferase refolding luminescence, 3 h; inhibition, % at 5.6 µM; hit rate 0.91% among 290,000; AID 1789;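 active = inhibition above the screen-wide mean plus 3 SD, computed separately per campaign, cut at about 16% in these data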;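 also: 0% = DMSO wells and 100% = 60 µM geldanamycin wells; inhibitors lower the luminescence because luciferase stays unfolded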
HSF1 inhib = HSF1 inhibition. hit rate 0.77% among 300,000. NIH3T3-HGL HSE-luciferase, MG132-induced, luminescence 8 h; stronger effect = lower value. activity change, negative = inhibition, % at 7.5 µM (by protocol);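 active = more than half of replicate wells show activity change below -50%, luminescence cut by over half; inconclusive = some wells, but at most half, below -50%; inactive = no replicate well below -50%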;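 also: luciferase reports HSF-1 transcriptional activity via heat shock element; 0% = median of DMSO wells and -100% = zero luminescence signal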
KLF5 inhibitor = inhibitors of KLF5 expression. DLD-1 KLF5 promoter-luciferase reporter, luminescence. inhibition, % at 5 µM. hit rate 0.23% among 290,000;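 active = inhibition above a per-plate limit of that plate's mean compound inhibition plus 3 SD, cut at about 60% in these data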;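 also: 0% = DMSO wells and 100% = LY294002 at 200 µM; higher means less KLF5 promoter-driven luciferase light; inactives centre near -14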
HIF activator = HIF pathway transcriptional activation; U2OS HRE-luciferase reporter, luminescence; normalized: DMSO 0%, desferrioxamine 100%; activation, % at 7.5 µM (by protocol); hit rate 0.32% among 300,000; AID 1910;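 active = mean activation of at least 10% of the iron chelator positive control signal, with at least half of replicates also reaching 10%; inconclusive = mean and replicate majority disagree about reaching 10%; inactive = mean and most replicates under 10%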
IEC-6 cytotox = IEC-6 cytotoxicity, counter-screen for KLF5 inhibitors; luminescence viability; inhibition, % at 5 µM; hit rate 0.78% among 290,000; in the data active = inhibition above about 22%;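 also: 0% = plate median of test compound wells and 100% = cytotoxic reference compound wells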
* = called active by the depositor; u = inconclusive; x = not tested or not shown.

SMILES	HSF-1 act	HDAC3 inhib	AI-2 QS mod	aSyn UTR inh	Platelet DG rel	HSP90 refold inh	HSF1 inhib	KLF5 inhibitor	HIF activator	IEC-6 cytotox
COc1ccc(C2(C)NC(=O)N(Cc3cc(Cl)cc4c3OCOC4)C2=O)cc1OC (centres undefined)	-7	-3	21	42	0	0	-1	9	0.0	5
CC(C)=NNc1nc2c(c(=O)[nH]c(=O)n2C)n1CCc1ccccc1	2	-8	14	-6	-5	-2	1	-30	-0.4	0
Cc1ccc(-c2cc(C(=O)N/N=C/c3c(C)nn(-c4ccccc4)c3C)n[nH]2)s1	-22	x	17	40	-6	1	4	40	0.1	68*
CCOc1cc(/C=N/O)cc(Br)c1OCC(=O)NCc1ccccc1	17	-4	-14	10	-7	0	4	-22	0.2	3
CC(C)CCNC(=O)c1cc(S(=O)(=O)N2CCc3ccccc32)cn1C	6	0	7	-6	3	3	1	-3	0.0	4
Cc1cnc(C(=O)OCc2ccc(Br)cc2)cn1	14	3	12	-6	0	-3	-2	-2	-0.1	-2
COc1ccccc1CNC(=O)C1CCC(=O)N1C(C)C (centres undefined)	4	-3	-9	-8	-6	-1	-1	-23	-24	4
Cc1cccc(CC2S/C(=N/N=C/c3ccco3)N(c3ccccc3)C2=O)c1 (centres undefined)	14	1	14	18	-3	-4	2	6	1.7	1
C=CCN(c1ccccc1)S(=O)(=O)c1ccc2c(c1)N(C(C)=O)CCO2	-17	5	x	8	8	-1	-5	-20	0.4	-5
COc1ccc(OC)c(CCNC(=O)CS(=O)(=O)Cc2nc(-c3ccc(C)cc3)oc2C)c1	-2	-11	11	7	13	-1	5	-14	0.1	-4

As entered above:
`Cc1ccc(-c2cc(C(=O)N/N=C/c3c(C)nn(-c4ccccc4)c3C)n[nH]2)s1` in HSP90 refold inh = 1
`COc1ccc(OC)c(CCNC(=O)CS(=O)(=O)Cc2nc(-c3ccc(C)cc3)oc2C)c1` in HSP90 refold inh = -1

Continuation:
SMILES	HSF-1 act	HDAC3 inhib	AI-2 QS mod	aSyn UTR inh	Platelet DG rel	HSP90 refold inh	HSF1 inhib	KLF5 inhibitor	HIF activator	IEC-6 cytotox
COc1ccc(C2(c3ccc(OC)cc3)NC(=O)N(CC(=O)NC3CCCC3)C2=O)cc1	-4	-5	30	-2	7	x	-4	x	0.1	x
Cn1nccc1C(=O)Nc1cc(Cl)ccc1Cl	-49	-2	5	-14	-11	x	-39	x	-0.3	x
COc1ccc(/C=N/NC(=O)c2csc(-n3nc(C)cc3C(F)(F)F)n2)cc1	-10	4	-2	15	1	-3	-3	-10	-0.3	1
CCn1c(=O)c2cc(C(=O)N(C)CC(OC)OC)sc2c2ccccc21	11	-11	16	3	0	1	-6	-38	0.4	6
CC(C)[C@H](NC(=O)N1CC(=O)Nc2ccccc21)C(=O)N[C@@H](Cc1c[nH]c2ccccc12)C(=O)O	3	3	20	19	3	-3	-3	-8	0.2	-7
O=C(NCc1cccc(C(F)(F)F)c1)c1cccc(S(=O)(=O)NCc2ccccc2)c1	7	14	4	42	0	0	6	12	-5.1	-4
CCCN1CNC(=S)N(c2ccc(C(=O)OCC)cc2)C1	22	-3	3	-2	0	2	-3	3	0.1	2
COc1cccc(NC(=O)CCS(=O)(=O)c2cc3c(cc2Cl)NC(=O)CO3)c1	-2	0	10	-7	-1	-8	1	-24	0.3	-5
CCSc1nnc(NC(=O)C(C(F)(F)F)C(F)(F)F)s1	-5	3	14	-18	-1	-1	-5	-10	0.0	0
O=C(O)c1sccc1Oc1ccc(NS(=O)(=O)c2ccc(Cl)cc2)cc1	-15	-5	14	4	-5	-2	-1	-17	-0.4	6
O=C(NCc1ccco1)Nc1ccc(Br)cc1Cl	30	-1	6	-170	12	-2	14	-69	3.1	-2
CC(=O)Nc1ccc(N2S(=O)(=O)c3ccccc3S2(=O)=O)cc1	x	-3	x	x	x	2	x	-13	x	-2
CC(C)(C)N1C(=O)[C@H]2[C@@H](c3ccc(Br)cc3)N3C(=O)N(c4cccc(Cl)c4)C(=O)[C@@]3(Cc3ccccc3)[C@H]2C1=O	-10	-2	40	9	-6	x	3	x	-0.4	x
CCN(Cc1ccccc1)C(=O)CSc1nc(C)cc2c1C(=O)OC2	18	-1	-24	10	-4	-3	9	-23	-14	2
O=C(NCc1ccccc1)C(=O)Nc1nccs1	x	0	-16	x	x	-4	x	-12	x	0
CCC(CC)C(=O)N1CCCC(c2nc(-c3cccs3)no2)C1 (centres undefined)	26	2	-10	-36	1	3	9	-39	1.4	5
CC(C)(C)Cc1nnc(NC(=O)CCC2CCCCC2)s1	2	4	10	-35	-6	-5	-5	-47	-0.2	2
CCC(=O)N(Cc1cc(=O)[nH]c2ccccc12)c1ccccc1OC	-11	3	9	5	x	3	-1	-20	0.5	5
Cc1cccc(N2CCN(CC3CCCCC3)CC2)c1C	4	0	1	10	1	3	-1	-5	1.0	-9
CS(=O)(=O)N1CCN(C(=O)NC23CC4CC(CC(C4)C2)C3)CC1	-3	5	22	0	-5	1	2	-16	0.4	2
Cc1nc2c(C)cccc2c2c1COC2	22	0	25	-3	-2	2	2	-9	0.0	-1
CCCCS(=O)(=O)N1CCCC(C(=O)Oc2ccc(Cl)cc2)C1 (centres undefined)	-1	-7	-1	7	3	8	-10	-7	-0.9	1
Cc1ccccc1C(=O)NCC(=O)c1ccccc1	11	2	16	-135	1	x	7	x	1.7	x
COc1cc2[nH]c(C(=O)N3CCc4ccccc4C3)cc2c(OC)c1OC	-30	-3	23	7	3	-4	-11	-15	1.8	2
CCOC(=O)c1ccc(NC(=O)Nc2ccn(C)n2)cc1	6	9	9	-29	-4	1	1	-19	0.3	5
O=C(Nc1ccccc1F)Nc1ccccc1F	41	0	-1	-239	3	-4	20	-127	4.6	8
CCSc1ccc([C@@H]2[C@@H]3C(=O)N(CC)C(=O)[C@@H]3[C@]3(C(=O)OC)CCCCN23)cc1OC	25	1	3	19	-5	x	3	x	-0.3	x
COc1ccccc1N1CCN(S(=O)(=O)CCNC(=O)c2cc(OC)c(OC)c(OC)c2)CC1	5	3	17	u	-22	-6	1	5	-0.1	3
COCCCNc1nc2nonc2nc1N1CCN(C2CCCC2)CC1	1	8	14	5	-3	-4	7	-16	-0.4	4
FC(F)(F)c1cccc(CNC(=S)Nc2ccccc2)c1	11	6	8	10	-3	-3	6	-12	-0.4	4
CN(C)c1ccc(C(=O)OCC(=O)NC2CCCCC2)cc1	17	-4	0	-16	0	1	4	-65	0.2	-7
CN(C)S(=O)(=O)c1cccc(NC(=O)COc2nc3ccccc3nc2N2CCOCC2)c1	-7	1	17	26	0	5	-20	-19	-0.4	0
CC1CC(C)CN(c2cc(=O)n(Cc3ccc(F)cc3)c(=O)[nH]2)C1 (centres undefined)	34	1	23	20	-2	2	9	-21	-0.1	3
Fc1ccc(CNC2CCN(Cc3ccccc3)CC2)cc1	-1	1	4	-27	-1	-1	-1	-43	1.4	2
CCS(=O)(=O)N1CCCC(C(=O)NCCCN(C)Cc2ccccc2)C1 (centres undefined)	-10	1	11	-7	-1	-4	7	-21	-0.2	-8
COc1ccc(C(=O)OC(C)CN2CCOCC2)cc1OC (centres undefined)	-11	0	-10	25	28	5	-6	12	-0.3	-10
O=C1CC(C(=O)Nc2ccccc2)C2(CCCCC2)O1 (centres undefined)	0	6	-3	-6	0	-4	-3	-26	-0.5	2
NC(=S)N/N=C/c1coc2c(ccc3ccccc32)c1=O	20	7	7	-74	-7	4	16	7	1.2	-1
O=C(CSc1nc2ccc(Cl)cc2[nH]1)N1CCN(C(=O)c2ccco2)CC1	-9	2	19	22	15	-3	-3	7	-0.2	3
O=C(Cn1cc2c(n1)CCCC2)NCc1cccs1	1	-4	15	4	2	2	2	-17	0.0	2
Cc1cc(NC(=O)CSc2nnnn2-c2ccccc2F)no1	2	3	5	7	-2	3	-2	-1	0.4	-1
CC1CCCN(C(=O)Cn2nnc(-c3cccnc3)n2)C1 (centres undefined)	1	4	9	-10	7	-1	0	-33	0.1	-3
O=C(Nc1ccccc1F)c1coc(=O)c(Br)c1	2	-1	18	-62	2	5	-4	-15	0.3	-2
Cc1ccc(-n2c(COc3cccc(C)c3)n[nH]c2=S)cc1	4	0	15	-15	-2	4	-4	-7	0.4	0
c1cncc(-c2nnc(C3CCCCC3)o2)c1	-18	-3	26	8	0	1	2	7	-0.4	-3
CCn1c(CC(=O)Nc2ccccc2C)nnc1SCC(=O)Nc1nncs1	-7	-7	33	-11	1	-5	-6	-22	-0.1	1
Cc1cc(Cl)c2oc(C(=O)N(C)C(C)c3ccccn3)c(C)c2c1 (centres undefined)	41	6	35	-21	-1	0	6	-79	1.5	-2
CS/C(=C\[N+](=O)[O-])Nc1ccc(F)cc1	29	-2	-4	13	-5	3	6	-25	0.2	1
CCn1c(NCc2ccccc2NS(=O)(=O)c2ccc(C)cc2)nc2ccccc21	14	x	53	21	0	3	22	10	0.2	4
NS(=O)(=O)c1ccc(CNS(=O)(=O)c2ccc3ccccc3c2)cc1	-6	x	14	26	-5	1	-7	-4	-0.2	2

(next part)
SMILES	HSF-1 act	HDAC3 inhib	AI-2 QS mod	aSyn UTR inh	Platelet DG rel	HSP90 refold inh	HSF1 inhib	KLF5 inhibitor	HIF activator	IEC-6 cytotox
CCCCCCOC(=O)c1ccc(NC(=O)c2cc(OC)c(OC)c(OC)c2Br)cc1	-4	20	16	-17	1	2	-4	-23	0.1	2
COc1cccc(CNc2ncn[nH]2)c1OCc1ccccc1F	-25	-12	4	16	-2	1	-10	-5	-1.0	6
O=C(CN1C(=O)c2ccccc2S1(=O)=O)N1CCN(c2ccc(F)cc2)CC1	-8	8	9	18	3	2	0	-14	-1.9	1
CC(C)(C)n1cnc2cc(NS(=O)(=O)c3ccccc3)ccc21	-7	2	26	-74	-1	-1	12	-7	1.6	1
Cc1ccc(Nc2nc(N)c3ccccc3n2)cc1Cl	-27	2	-18	-5	52*	8	-11	-29	-5.7	15
CCc1c(C)c2ccc(OC3CCCCC3=O)cc2oc1=O (centres undefined)	35	-55	4	-133	-2	-3	9	-83	-0.3	-1
CCN(CC)c1nc(N)nc(NS(=O)(=O)c2ccc(Cl)cc2)n1	-6	-14	-6	-13	-4	-1	1	-4	1.1	0
CCCS(=O)(=O)NCCc1csc(-c2ccc(OC)c(OC)c2)n1	-20	-39	15	26	0	0	-1	-110	0.1	4
O=C(NCCN1CCOCC1)c1ccc(N2CCCC2)c([N+](=O)[O-])c1	4	-3	15	0	-4	1	4	-23	0.0	-2
O=C1C(Nc2ccccc2)=CC(c2ccc(O)cc2)N1c1ccccc1 (centres undefined)	20	5	1	-9	-3	2	23	-11	1.5	-2
O=S(=O)(c1ccc(Sc2nnc3ccccn23)nc1)N1CCOCC1	-16	x	17	-1	-3	0	-3	-18	0.2	6
Cc1cc(N/C=C/C(=O)c2ccc(Br)cc2)no1	55*	-1	7	-198	-7	1	32	-13	u	1
COc1ccc(F)cc1S(=O)(=O)N1CCC2(CC1)OCCN2S(=O)(=O)c1ccccc1	19	x	31	8	0	x	10	x	-3.1	x
COc1ccc(-c2nc(CSCC(=O)NC3CCCc4ccccc43)c(C)o2)cc1 (centres undefined)	50	0	54	-10	-3	-1	19	-26	-0.1	-4
O=C(NC1CCCCC1)C1CCCN(S(=O)(=O)c2ccc(Br)s2)C1 (centres undefined)	23	-1	17	6	-5	-5	-2	4	-0.2	-1

Bioassay records (PubChem BioAssay)
